M. tuberculosis GlmU – inhibition of mycobacterial GlmU enzyme – biochemical, glucosamine-1-phosphate acetyltransferase (AID 1376) | 220,000 tested, 0.25% active | M. tuberculosis GlmU acetyltransferase enzyme assay; higher % means a stronger effect | one-dose inhibition, %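 (tested at 30 µM in the primary screen)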; IC50 in µM for titrated hits; in the data active = inhibition above about 13%;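 also: 0% = complete reaction with vehicle and 100% = reaction without substrate; strong numbers were not always called active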
Mtb RmlCD inh – inhibitors of Mycobacterium tuberculosis RmlC and RmlD coupled enzymes | P9WH09+P9WH11 | RmlC+RmlD coupled enzyme assay, percent inhibition; primary screen in compound mixtures | inhibition, % at 3.6 µM | 160,000 tested, 0.03% active | AID 1533; in the data active = inhibition mostly above about 34%, no sharp cut-off; also: some results filed as inactive read as strong as hits
Target sequence (P9WH09 whole entry, looked up): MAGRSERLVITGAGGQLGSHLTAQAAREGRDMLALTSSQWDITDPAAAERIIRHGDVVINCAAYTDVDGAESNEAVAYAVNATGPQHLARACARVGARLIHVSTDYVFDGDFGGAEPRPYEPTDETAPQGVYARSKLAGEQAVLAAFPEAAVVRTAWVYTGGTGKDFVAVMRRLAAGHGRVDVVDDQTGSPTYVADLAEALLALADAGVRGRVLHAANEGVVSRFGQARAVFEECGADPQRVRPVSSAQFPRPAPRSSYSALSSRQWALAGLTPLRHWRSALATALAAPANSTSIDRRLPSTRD
Target sequence (P9WH11 whole entry, looked up): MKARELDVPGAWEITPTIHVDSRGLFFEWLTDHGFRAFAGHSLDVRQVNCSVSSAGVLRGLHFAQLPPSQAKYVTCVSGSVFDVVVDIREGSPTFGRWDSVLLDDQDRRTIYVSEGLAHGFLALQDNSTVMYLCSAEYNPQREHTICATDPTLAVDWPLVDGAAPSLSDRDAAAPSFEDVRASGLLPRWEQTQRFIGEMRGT
* hit, by the source's call; · = not tested or not shown. Some of the compounds tested. The share of hits here may be higher or lower than overall.

SMILES	M. tuberculosis GlmU	Mtb RmlCD inh
Cc1ccc(S(=O)(=O)N2CCC(C(=O)N/N=C/c3ccncc3)CC2)cc1	-3.7%	-0.6
COc1ccc(C(=O)O)cc1S(=O)(=O)NCCN(C)C	-1.8%	-9.2
COC(=O)c1ccc(C(=O)OC)c(NC(=O)CN(C)Cc2ccc(Cl)c(Cl)c2)c1	-1.3%	5.8
CN(C)S(=O)(=O)c1cccc(-c2cn3cc(Cl)ccc3n2)c1	1.3%	-4.6
O=C(CCCc1nc(-c2ccccc2Cl)no1)N1CCOCC1	-4.2%	-5.4
COc1cccc(-n2c(SCC(=O)c3c[nH]c4ccccc34)nc3ccccc3c2=O)c1	2.5%	-0.4
O=C(Cc1ccccc1)N/N=C/c1ccc2c(c1)OCO2	0.5%	4.9
CC(=O)NC1CC2CCCC(C1)N2CC(=O)NCc1ccc(F)cc1 (stereo unspecified)	4.1%	·
O=C(NNc1c(Cl)cccc1Cl)c1c(F)cccc1Cl	-4.8%	-5.1
O=C(Nc1ccccc1)OCc1cc(-c2ccccc2Cl)on1	·	-5.6
CN(Cc1nc(-c2cnccn2)no1)C1CC(C)(C)NC(C)(C)C1	-2.5%	-5.7
Cc1ccc(C)c(OCC(=O)Nc2nc3ccc([N+](=O)[O-])cc3s2)c1C	-0.4%	·
COc1ccc(/C=C2\SC(=S)N(Cc3cccnc3)C2=O)cc1C	1.8%	·
CC(C)(C)c1ccc(C(=O)OCCNC(=O)c2c(Cl)nc3ccccn23)cc1	3.0%	-3.7
CC(O)CNCCCCOc1ccc(OCc2ccccc2)cc1 (stereo unspecified)	-2.4%	-13.4
CC(Oc1ccccc1)C(=O)N1CCN=C1SCc1ccccc1F (stereo unspecified)	-8.4%	8.4
COCc1cc(C)n(CC(=O)Nc2c(C)cccc2C)c(=O)c1C#N	6.0%	0.4
C#CCOc1c(Cl)cc(/C=N/NC(N)=S)cc1OCC	3.8%	-14.3
Cc1ccnc(SCC(=O)Nc2oc(-c3ccccc3)c(-c3ccccc3)c2C#N)n1	0.5%	-6.8
O=C(O)c1cccn1Cc1ccccc1F	0.0%	-0.7
COc1ccc(Cl)cc1NC(=O)C(=O)N/N=C/c1cc(C)n(-c2ccc(C)cc2)c1C	-1.1%	-5.8
CCCS(=O)(=O)N1CCN(C(=O)c2cc(OC)cc(OC)c2)CC1	2.4%	-5.4
CO/N=C(\N)c1nonc1N	-0.6%	7.9
COc1cccc(C=Nc2ccccc2C(=O)Nc2ccccc2)c1O	2.9%	1.8
O=C(C1=C[C@@H](c2ccccc2)C[C@@H](OCc2ccc(CO)cc2)O1)N1CCN(Cc2ccc3c(c2)OCO3)CC1	2.6%	·
O=C(COc1ccc(Br)cc1)N1CCOCC1	1.6%	·
C/C(=N/NC(=O)C(C)n1nc(C)c([N+](=O)[O-])c1C)c1ccc(OCC(N)=O)cc1 (stereo unspecified)	1.0%	1.0
O=C(NCCc1ccc(Cl)cc1)C1CCN(S(=O)(=O)N2CCCCC2)CC1	-2.2%	-11.6
Cc1ccn2cc(-c3cccc(NC(=O)c4ccccc4)c3)nc2c1	-3.5%	-10.7
O=C1C2C(C(=O)N1/N=C/c1ccco1)C1C=CC2C12CC2 (stereo unspecified)	7.8%	1.4
O=C(c1cccc2c1-c1ccccc1C2)N1CCCCC1	4.2%	10.1
Nc1nonc1C(=O)NCCNCc1cc(Br)ccc1OCc1ccc(F)cc1	-6.5%	·
COc1ccccc1C(CC(N)=O)c1ccco1 (stereo unspecified)	0.1%	-8.8
Cc1ccc(C)n1-c1ccc(N2CCOCC2)nc1	-3.1%	-4.2
Cc1ccc(C(C(=O)NCc2ccco2)N(Cc2ccco2)C(=O)CNC(=O)c2ccco2)cc1 (stereo unspecified)	-5.0%	-7.6
CCCSc1nc(N)cc(=O)[nH]1	1.0%	·
CCOC(=O)c1c(C)[nH]c(C)c1C(=O)COC(=O)c1cc2ccccc2cc1O	4.3%	-9.0
Cc1ccc(SCCC(=O)Nc2cccc(N(C)S(C)(=O)=O)c2)cc1	0.7%	-7.3
Cc1ccc(C)c(NC(=S)Nc2ncccc2C)c1	2.5%	·
CC(NC(=S)Nc1c(Cl)cccc1OC(F)F)C(C)(C)C (stereo unspecified)	-0.3%	-1.8
CCn1c2ccccc2c2cc(N=C3SC(CC(=O)Nc4ccccc4OC)C(=O)N3CCOC)ccc21 (stereo unspecified)	-1.7%	·
CCOc1ccc(CNC(=O)C2CCN(S(=O)(=O)N3CCCC3)CC2)cc1OC	-4.5%	5.2
CCn1c(SCC(=O)N/N=C/c2ccncc2)nc2ccccc21	1.7%	12.2
CCOc1ccc(-n2c(=O)c3sccc3n(CC(=O)Nc3cccc(OC)c3)c2=O)cc1	-8.2%	9.1
N#Cc1c(N2CCOCC2)nsc1-c1ccc(C(F)(F)F)cc1	-2.5%	-8.8
Cc1nonc1CC(=O)N1CCc2c([nH]c3ccccc23)C1c1ccccc1F (stereo unspecified)	6.0%	·
COCCNC(=O)C(c1ccccc1)N(Cc1cccs1)C(=O)Cn1nnc2ccccc21 (stereo unspecified)	-5.5%	·
COC(=O)C1C(OC(=O)c2ccccc2)CC2CCC1N2C (stereo unspecified)	2.0%	-17.9
O=C(Nc1ccccc1N1CCCC1)c1cc(Cl)ccc1Cl	-2.0%	-8.0
Cc1nnc(NC(=O)C2CCCN(S(=O)(=O)c3ccccc3C(F)(F)F)C2)s1 (stereo unspecified)	-6.2%	·
CCN(Cc1ccccc1)C(=O)C1CCN(C/C(C)=C/c2ccccc2)CC1	5.4%	-4.2
Cc1cc(C(=O)CSc2nc3ccccc3o2)c(C)n1CC1CCCO1 (stereo unspecified)	-0.2%	·
CSc1ccc(/C=N/NC(=O)c2cccc(Cl)c2)cc1	-5.6%	5.3
CC(C)C(=O)NC(=S)N1CCc2ccccc21	3.0%	·
CC(C)(C)NC(=O)C(=O)NCc1ccncc1	1.0%	-11.8
c1ccc(N/N=C(\Cc2ncc[nH]2)c2ccccc2)cc1	1.2%	2.6
c1ccc(Cn2c(NCc3ccncc3)nc3ccccc32)cc1	-5.7%	-0.8
Cc1cc(NC(=O)C2CCCCC2)ncc1NC(=O)c1ccccn1	2.2%	4.0
CN(CC(=O)N1CCCCCC1)S(=O)(=O)c1ccc(Br)s1	3.0%	0.7
CC1CC(NC(=O)/C(C#N)=C/c2ccc[nH]2)CC(C)(C)C1 (stereo unspecified)	-6.9%	7.3
The listing continues.
SMILES	M. tuberculosis GlmU	Mtb RmlCD inh
CSCC[C@H](NC(=O)Nc1ccc(C)cc1C)C(=O)O	1.3%	·
COc1cccc(/C=N/Nc2ccc(S(=O)(=O)O)cc2)c1O	0.3%	-7.1
CCC(C)NC(=O)C1CCCN1S(=O)(=O)c1ccc(Cl)cc1 (stereo unspecified)	1.6%	·
CN(C)/C=C/C(=O)c1cccc([N+](=O)[O-])c1	-3.8%	·
Cc1onc(-c2c(F)cccc2Cl)c1C(=O)OCn1nnc2ccccc2c1=O	5.5%	·
CC1=Nc2cccc([N+](=O)[O-])c2NC(=O)C1	-4.8%	8.1
CN1c2ccccc2C(C)(C)C12CC(c1cccc(S(=O)(=O)N3CCCC3)c1)=NO2 (stereo unspecified)	3.2%	-10.2
COc1cc(C(C[N+](=O)[O-])c2c(C)[nH]c3ccccc23)ccc1O (stereo unspecified)	-6.2%	-1.8
CN(c1ccc(C(=O)N2CCCCC2)cc1)S(=O)(=O)c1ccccc1	0.8%	12.6
Cc1ccc(C)c(N/C(N)=N/c2nc(C)cc(C)n2)c1	-0.6%	-10.2
COc1cccc(CSc2nnc(CSc3nc4nc(C)cc(C)n4n3)s2)c1	-4.1%	-2.5
CN(C(=O)CCc1ccccc1)c1nnc(-c2ccncc2)s1	2.3%	3.1
Cc1ccc2c(c1)nnn2C1CCN(CC(=O)Nc2ccccc2N2CCOCC2)CC1	11.0%	11.3
COCCNC(=O)Cn1cc(C(=S)N2CCOCC2)c2ccccc21	0.5%	-7.2
CC(C)CNC(=O)CSc1ccc(Cl)cc1	6.5%	-3.0
Cc1ccc(NCc2nnc(SCC(=O)NCc3ccco3)n2CC2CCCO2)cc1Cl (stereo unspecified)	-0.8%	-3.0
CCOc1cc(Br)c(C(=O)O)cc1OC	-1.0%	·
COC(=O)Cn1c(=NC(=O)c2cc(OC)cc(OC)c2)sc2cc(OC)ccc21	1.4%	-1.6
Cc1cccc(NC(=O)c2cc3n(n2)C(C(F)(F)F)CC(C2CC2)N3)c1C (stereo unspecified)	0.7%	·
O=C(CSc1nnc(CNC(=O)c2cccs2)o1)NCCc1ccccc1	2.0%	-5.6
CC(=O)c1ccc2noc(-c3ccc(F)cc3)c2c1	-1.8%	4.0
CCOc1ccc(N(CC(=O)Nc2ccc(OC)cc2)S(=O)(=O)c2c(C)noc2C)cc1	0.7%	-2.1
COC(=O)c1sccc1NC(=S)N1C(C)CCCC1C (stereo unspecified)	-1.4%	-3.3
Cc1c(C(=O)N/N=C/c2ccccc2)sc(=S)n1C	-1.4%	3.9

Compound profiles, from the list above. Values in the order: M. tuberculosis GlmU | Mtb RmlCD inh
CCOc1cc(Br)c(C(=O)O)cc1OC reads -1.0% | ·
O=C(CSc1nnc(CNC(=O)c2cccs2)o1)NCCc1ccccc1 reads 2.0% | -5.6
Cc1ccc2c(c1)nnn2C1CCN(CC(=O)Nc2ccccc2N2CCOCC2)CC1 reads 11.0% | 11.3
CCOc1ccc(N(CC(=O)Nc2ccc(OC)cc2)S(=O)(=O)c2c(C)noc2C)cc1 reads 0.7% | -2.1
CC(C)CNC(=O)CSc1ccc(Cl)cc1 reads 6.5% | -3.0

The list continues:
SMILES	M. tuberculosis GlmU	Mtb RmlCD inh
S=C(NCc1ccco1)N1CCN(c2ccccn2)CC1	4.4%	-13.6
COC(=O)c1sc(NC(=O)COc2c(C)cccc2C)nc1C	-3.6%	-20.9
CC(=O)c1cnc2cc(-c3cccc(Br)c3)nn2c1C	0.2%	-9.1
Cc1cc(Cl)ccc1N(CC(=O)NCc1ccc2c(c1)OCO2)S(C)(=O)=O	7.3%	-11.4
OCCC1CN(Cc2ccncc2)CCN1C1CCCC1 (stereo unspecified)	3.2%	-11.8
Cn1nc([N+](=O)[O-])nc1Oc1ccc(C(C)(C)C)cc1	1.2%	11.5
CC(C)(C)c1ccc(-c2nc(NCc3cccnc3)c3ccccc3n2)cc1	-0.2%	-0.7
FC(F)(F)c1cnc(COc2cc(Cl)cc(Cl)c2)c(Cl)c1	-8.4%	·
CCCn1c(=O)[nH]c(=O)c2c1nc(-c1ccc(OC(F)F)c(OC)c1)n2CCOC	-1.8%	·
Cc1cccn2c(=O)c(C=NCCO)c(NCc3ccco3)nc12	-2.7%	-4.2
COc1ccc(/C=C/C(=O)OC2CCCN(C)C2)cc1 (stereo unspecified)	-4.0%	10.2
Cc1ccccc1C(=O)c1cccn1CC(=O)O	0.5%	·
CCOc1ccc(/C=N/NC(=O)c2ccc(Cn3cc(Br)cn3)o2)cc1	0.7%	-7.9
Cc1cc(N)n2ncc(-c3ccc(F)cc3)c2n1	1.8%	7.5
CCOc1ccc2nc(SCC(=O)c3ccc(C)s3)sc2c1	0.6%	-0.7
O=C1NN(c2ccccc2)C(=O)/C1=C/c1coc2ccccc2c1=O	-3.7%	2.0
CCOC(=O)C(C(=O)Nc1ccc(C)cc1)C1CCCCC1 (stereo unspecified)	-3.6%	·
CCc1nnc(NC2=NCCC2)s1	-0.1%	·
CCC1(CC)C(=O)N(C)C(=O)NC1=NCc1ccccc1	-1.2%	-9.5
Cn1c(-c2ccc(F)cc2)cnc1NCc1ccccc1	-3.6%	47.4
CCn1c(=O)cc(SCC(=O)N2CCN(c3ccccc3F)CC2)c2ccccc21	-5.0%	-1.4
COc1ccccc1-c1nnc(SC/C(O)=C(\C#N)c2nc3ccccc3[nH]2)n1C1CCCCC1	6.0%	·
COCCn1c(SCC(=O)Nc2cccc(S(N)(=O)=O)c2)nc2ccccc21	2.0%	·
O=C(O)COCC(=O)Nc1ccc2c(c1)CCC2	0.1%	2.9
CC(C)NC(=O)/C(=N\O)c1ccccc1	·	-0.7
O=C(/C=C/c1ccccc1)N/C(=C/c1ccccc1)C(=O)Nc1ccc(C(=O)O)cc1	1.7%	-11.8
CCOc1cc(N2CCOCC2)c(OCC)cc1NC(=O)CCS(=O)(=O)c1ccc(Cl)cc1	1.1%	·
CC1CCc2c(sc3ncn(N)c(=N)c23)C1 (stereo unspecified)	3.6%	27.9
CSc1nc(-c2ccccc2)c(-c2ccccc2)[nH]1	9.5%	-1.1
Cc1ccc2cccc(Oc3cnccn3)c2n1	-0.4%	·
CCOC(=O)c1cc(-c2ccccc2)sc1NC(=O)c1ccc(OC)cc1	1.0%	2.6
COc1cc(C(=O)NC(=S)Nc2ccc(NC(=O)c3ccco3)cc2)cc(OC)c1OC	7.8%	·
O=C(CCCOc1ccc(Cl)cc1Cl)NCC1CCCO1 (stereo unspecified)	0.1%	·
O=c1cc(-c2ccccc2)n(S(=O)(=O)c2ccccc2)o1	-0.2%	·
CCNc1ccc(S(=O)(=O)C(F)(F)F)cc1NC(=O)C12CCC(CC1)C2	-2.1%	12.6
CN(C)C(=O)c1ccc(Oc2ccc(C(=O)N(C)C)cc2)cc1	0.5%	4.9
COc1cccc(-c2csc(N3CCN(CC(=O)NNC(=O)c4ccc(Cl)cc4)CC3)n2)c1	3.1%	10.8
Nc1cccc(-c2nc3ccc(N)cc3s2)c1	-0.7%	5.9
COc1ccc(-c2[nH]c(-c3ccc(C)cc3)nc2SCC(=O)Nc2nccs2)cc1	-7.7%	4.7

Reformatted field by field: part of the list above
CCOC(=O)c1cc(-c2ccccc2)sc1NC(=O)c1ccc(OC)cc1
  M. tuberculosis GlmU = 1.0% | Mtb RmlCD inh = 2.6

CCNc1ccc(S(=O)(=O)C(F)(F)F)cc1NC(=O)C12CCC(CC1)C2
  M. tuberculosis GlmU = -2.1% | Mtb RmlCD inh = 12.6

From PubChem
